CaV13 FRET inh = Disruptors of the CACNA1D IQ motif to Ca2+-dependent inactivation inhibitor domain association, primary screening, Förster resonance energy transfer in intact living …. HEK cells, CFP/YFP FRET ICDI-IQ, plate reader, 10 min; percent FRET-ratio fall versus neutral wells. inhibition, % at 12.3 µM. actives 0.098% (n = 340,000);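 active = mean replicate inhibition of at least 30% and at least 1% of replicates passing that level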;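 note: 0% = median of the neutral control wells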
Vif inh = HIV Vif inhibition; inhibition, % at 7.49 µM; HEK293T cells, Vif self-association by quenched fluorescence, imaging, 24 h; AID 602346; actives 0.35% (n = 340,000); in the data active = inhibition above about 50%, passing the limit was not always enough; note: some results filed as inactive read as strong as hits
NR2E3 ag-1 = activates human photoreceptor nuclear receptor NR2E3; AID 2300; Q9Y5X4; GST-NR2E3/biotin-RetCOR TR-FRET, 1536-well; inhibition of corepressor binding, % at 4.78 µM; actives 0.12% (n = 320,000);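 active = percent inhibition above the cutoff of mean plus 3 SD of all tested compounds, set per screening campaign, cut at about 20% in these data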;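 note: 0% = DMSO wells and 100% = biotin wells as full block of FRET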
Target sequence (Q9Y5X4 whole entry, looked up): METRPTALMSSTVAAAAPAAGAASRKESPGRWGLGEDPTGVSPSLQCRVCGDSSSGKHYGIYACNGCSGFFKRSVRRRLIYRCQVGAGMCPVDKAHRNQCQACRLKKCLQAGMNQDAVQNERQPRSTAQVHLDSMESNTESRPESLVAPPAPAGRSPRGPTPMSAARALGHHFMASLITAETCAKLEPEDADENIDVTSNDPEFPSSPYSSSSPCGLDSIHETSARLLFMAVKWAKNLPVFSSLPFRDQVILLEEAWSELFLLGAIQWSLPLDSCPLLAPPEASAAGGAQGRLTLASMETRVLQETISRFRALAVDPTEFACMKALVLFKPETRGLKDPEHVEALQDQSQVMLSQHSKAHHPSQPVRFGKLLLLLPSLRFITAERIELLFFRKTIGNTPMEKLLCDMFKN
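System: GST-tagged NR2E3 plus biotinylated RetCOR corepressor; Amount: 1.35 nM GST-tagged NR2E3 final; Dosing: single nominal compound dose of 4.8 µM; Schedule: 5 h incubation at 4 °C; Technique: TR-FRET with europium anti-GST and streptavidin-D2, 340 nm excitation; Controls: biotin wells as high control, 0.6% DMSO wells as low control.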
KKLEB tox = counter-screen for CF NF-kB inhibitors: cytotoxicity; KKLEB CF airway cells viability, ATPlite luminescence, overnight; stronger effect = lower value; cells stimulated with P. aeruginosa culture filtrate; AID 602141; actives 0.36% (n = 360,000); activity change (cytotoxicity), % at 5 µM;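 active = corrected activity change at or below -50% at 5 µM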
Peg3 promoter = Peg3 promoter activity inhibition; HeLa PEG-Prom luciferase reporter, luminescence, overnight; inhibition, % at 20 µM; actives 1.7% (n = 360,000); AID 588405;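 active = inhibition of at least 50% at 20 µM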
CF NFkB block = blocks PAF-induced NF-kB reporter in cystic fibrosis cells; actives 0.86% (n = 360,000); inhibition, % at 5 µM; KKLEB NF-kB-GFP reporter, GFP fluorescence overnight;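 active = at least 50% inhibition at 5 µM, scaled per plate between neutral and stimulator controls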;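 note: PAF is a Pseudomonas aeruginosa culture filtrate used as stimulus; plate controls were PAF-stimulated DMSO wells for no effect and unstimulated DMSO wells for full effect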
NR2E3 ag-2 = human photoreceptor-specific nuclear receptor agonism; Q9Y5X4; AID 602229; inhibition of corepressor binding, % at 3.98 µM; actives 0.35% (n = 360,000); CHO-S Gal4-NCOR/VP16-NR2E3 two-hybrid, luciferase;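 active = inhibition above the mean of all tested compounds plus 3 SD, cut at about 70% in these data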;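 note: 0% = DMSO with NR2E3 transfected cells and 100% = cells lacking NR2E3 construct; higher means lower luciferase signal from less NR2E3 corepressor binding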
PDI turbidity = PDI (human) enzyme inhibition; PDI insulin aggregation turbidity, A650, 90 min; P07237; inhibition, % at 10 µM; actives 0.052% (n = 350,000); AID 588391;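 active = mean inhibition across replicates of 30% or more, whatever share of single replicates reach that level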;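 note: absorbance from insulin aggregation driven by PDI reduction with DTT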
Target sequence (P07237 whole entry, looked up): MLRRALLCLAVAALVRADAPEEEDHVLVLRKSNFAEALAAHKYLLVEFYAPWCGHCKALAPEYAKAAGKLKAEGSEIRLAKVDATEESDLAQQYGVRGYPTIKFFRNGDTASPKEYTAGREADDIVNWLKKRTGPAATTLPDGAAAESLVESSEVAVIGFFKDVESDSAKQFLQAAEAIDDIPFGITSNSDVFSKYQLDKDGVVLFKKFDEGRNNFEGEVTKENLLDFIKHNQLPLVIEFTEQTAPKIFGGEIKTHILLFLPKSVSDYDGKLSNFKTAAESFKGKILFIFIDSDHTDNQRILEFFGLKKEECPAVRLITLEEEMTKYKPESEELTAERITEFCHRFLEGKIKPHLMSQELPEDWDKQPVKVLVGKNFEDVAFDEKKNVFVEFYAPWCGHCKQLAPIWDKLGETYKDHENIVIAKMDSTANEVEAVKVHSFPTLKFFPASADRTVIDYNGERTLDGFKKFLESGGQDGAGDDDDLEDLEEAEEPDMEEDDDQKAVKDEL
HIF-2a inh = HIF-2a inhibition; 786-0 RCC cells HIF-2a reporter, luciferase luminescence, overnight; inhibition, % at 18.8 µM; actives 0.72% (n = 360,000); AID 624352;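 active = inhibition of the luminescence signal of 40% or more relative to plate controls, in a single-dose primary screen at 18.75 µM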
MITF TRPM1 inh = MITF TRPM1 promoter inhibition in SK-MEL-5 cells | SK-MEL-5 TRPM1 promoter luciferase, 24 h | inhibition, % at 12.5 µM | actives 0.83% (n = 330,000);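 active = mean inhibition across replicates of 60% or more, whatever share of single replicates reaches that level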; note: values of inactives mirror those of a sister screen read the other way
Shn3 inh set2 = reduces Shn3 3'UTR luciferase signal in osteoblasts | Clone20 osteoblast Shn3 3'UTR firefly luciferase, 24 h | inhibition, % at 12.5 µM | actives 0.52% (n = 360,000);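 active = mean inhibition of at least 75% with every replicate also reaching 75%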;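 note: 0% = median of neutral control wells and 100% = pilot-screen positive control compound; some compounds past the cut are filed as inactive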
* hit, by the source's call.

Sample of the layout, two compounds:
What do the screens show for `Nc1ncnc(Nc2ccccn2)c1[N+](=O)[O-]`?
CaV13 FRET inh: -2; Vif inh: -7; NR2E3 ag-1: 4; KKLEB tox: 2; Peg3 promoter: -13; CF NFkB block: 30; NR2E3 ag-2: -16; PDI turbidity: -3; HIF-2a inh: 7; MITF TRPM1 inh: -12; Shn3 inh set2: 8

Results for COC(=O)C1=NN(c2cccc(C)c2)C2C(=O)N(c3ccccc3OC)C(=O)C12 (stereo unspecified) ?
CaV13 FRET inh: -4; Vif inh: -5; NR2E3 ag-1: 3; KKLEB tox: 8; Peg3 promoter: 8; CF NFkB block: -4; NR2E3 ag-2: -14; PDI turbidity: 12; HIF-2a inh: 12; MITF TRPM1 inh: -6; Shn3 inh set2: 4

Main list (from the top)
What do the screens show for `Nc1ncnc(Nc2ccccn2)c1[N+](=O)[O-]`?
CaV13 FRET inh: -2; Vif inh: -7; NR2E3 ag-1: 4; KKLEB tox: 2; Peg3 promoter: -13; CF NFkB block: 30; NR2E3 ag-2: -16; PDI turbidity: -3; HIF-2a inh: 7; MITF TRPM1 inh: -12; Shn3 inh set2: 8

Results for COC(=O)C1=NN(c2cccc(C)c2)C2C(=O)N(c3ccccc3OC)C(=O)C12 (stereo unspecified) ?
CaV13 FRET inh: -4; Vif inh: -5; NR2E3 ag-1: 3; KKLEB tox: 8; Peg3 promoter: 8; CF NFkB block: -4; NR2E3 ag-2: -14; PDI turbidity: 12; HIF-2a inh: 12; MITF TRPM1 inh: -6; Shn3 inh set2: 4

How did Cc1noc(C)c1NC(=O)Nc1ccc2c(c1)C(=O)N([C@H](C)CO)C[C@H](C)[C@H](CN(C)C(=O)NC1CCCCC1)OCCCC[C@@H](C)O2 do in these assays?
CaV13 FRET inh: -7; KKLEB tox: 2; Peg3 promoter: 2; CF NFkB block: 0; NR2E3 ag-2: 10; PDI turbidity: -4; HIF-2a inh: 3; Shn3 inh set2: -2

What do the screens show for `C/C=C/C(=O)OCC(=O)Nc1ccc(OC)c(OC)c1`?
CaV13 FRET inh: -7; Vif inh: 1; NR2E3 ag-1: 0; KKLEB tox: -1; Peg3 promoter: 0; CF NFkB block: 12; NR2E3 ag-2: 6; PDI turbidity: 1; HIF-2a inh: 4; MITF TRPM1 inh: -17; Shn3 inh set2: 19

Results for CCc1ccc(NC(=O)CSc2nnnn2C)cc1 ?
CaV13 FRET inh: -3; Vif inh: -3; NR2E3 ag-1: -2; KKLEB tox: 7; Peg3 promoter: -252; CF NFkB block: -8; NR2E3 ag-2: -80; PDI turbidity: -2; HIF-2a inh: -193; MITF TRPM1 inh: -71; Shn3 inh set2: -80

What do the screens show for `CS(=O)(=O)c1ccc2nc(NC(=O)c3ccc(Cn4cc(Br)cn4)o3)sc2c1`?
Vif inh: -5; NR2E3 ag-1: 4; KKLEB tox: -4; Peg3 promoter: -44; CF NFkB block: 19; NR2E3 ag-2: -24; PDI turbidity: -3; HIF-2a inh: -72; MITF TRPM1 inh: 1; Shn3 inh set2: -18

What do the screens show for `CN(/N=C/c1cccs1)c1cc(=O)n(C)c(=O)[nH]1`?
CaV13 FRET inh: -5; Vif inh: 5; NR2E3 ag-1: -2; KKLEB tox: 10; Peg3 promoter: -2; CF NFkB block: 0; NR2E3 ag-2: 3; PDI turbidity: 11; HIF-2a inh: 0; MITF TRPM1 inh: -3; Shn3 inh set2: 7

What do the screens show for `O=[N+]([O-])c1cccnc1Sc1n[nH]c(-c2ccc(Cl)cc2)n1`?
CaV13 FRET inh: -20; Vif inh: 2; NR2E3 ag-1: 0; KKLEB tox: -7; Peg3 promoter: -144; CF NFkB block: 2; NR2E3 ag-2: -25; PDI turbidity: -2; HIF-2a inh: -245; MITF TRPM1 inh: -18; Shn3 inh set2: -32

What do the screens show for `O=C(NCc1ccccn1)/C(=C/c1ccco1)NC(=O)c1ccccc1`?
CaV13 FRET inh: -5; Vif inh: -7; NR2E3 ag-1: -2; KKLEB tox: 9; Peg3 promoter: 9; CF NFkB block: 2; NR2E3 ag-2: -31; PDI turbidity: 17; HIF-2a inh: 10; MITF TRPM1 inh: 8; Shn3 inh set2: -8

What do the screens show for `O=C(COC(=O)/C=C/c1ccc(Cl)cc1Cl)Nc1cc(C(F)(F)F)ccc1N1CCOCC1`?
CaV13 FRET inh: -5; NR2E3 ag-1: 4; KKLEB tox: 12; Peg3 promoter: -11; CF NFkB block: -22; NR2E3 ag-2: 9; PDI turbidity: 13; HIF-2a inh: -8; MITF TRPM1 inh: -6; Shn3 inh set2: -26

Results for CCOc1ccc(-n2c(=S)sc3c(=O)[nH]c(SCC(=O)NCc4ccco4)nc32)cc1 ?
CaV13 FRET inh: -8; Vif inh: 39; NR2E3 ag-1: 3; KKLEB tox: 5; Peg3 promoter: 23; CF NFkB block: 3; NR2E3 ag-2: -7; PDI turbidity: -1; HIF-2a inh: 5; MITF TRPM1 inh: 2; Shn3 inh set2: -25

How did COc1ccc(-n2c(CN3CCN(C)CC3)nc3ccc([N+](=O)[O-])cc3c2=O)c(OC)c1 do in these assays?
CaV13 FRET inh: -20; Vif inh: 21; NR2E3 ag-1: 3; KKLEB tox: -15; Peg3 promoter: -27; CF NFkB block: 13; NR2E3 ag-2: 10; PDI turbidity: -1; HIF-2a inh: -22; MITF TRPM1 inh: -1; Shn3 inh set2: -2

How did O=C1CN(C(=O)/C=C/c2cc(Br)ccc2F)CCN1 do in these assays?
CaV13 FRET inh: -4; Vif inh: 12; NR2E3 ag-1: 4; KKLEB tox: -4; Peg3 promoter: 16; CF NFkB block: 8; NR2E3 ag-2: 5; PDI turbidity: -4; HIF-2a inh: 7; MITF TRPM1 inh: 3; Shn3 inh set2: -6

How did COc1ccc(Cl)cc1NS(=O)(=O)c1cccc(C(=O)NCC2(N(C)C)CCCCC2)c1 do in these assays?
CaV13 FRET inh: -6; Vif inh: -2; KKLEB tox: -10; Peg3 promoter: -4; CF NFkB block: 9; NR2E3 ag-2: 8; PDI turbidity: -22; HIF-2a inh: 14; MITF TRPM1 inh: -3; Shn3 inh set2: -13

What do the screens show for `CCN(CC)c1ccc(NC(=O)CN(C)Cc2cccs2)cc1`?
CaV13 FRET inh: -3; Vif inh: 2; NR2E3 ag-1: -1; KKLEB tox: 10; Peg3 promoter: -2; CF NFkB block: -11; NR2E3 ag-2: -17; PDI turbidity: 7; HIF-2a inh: -38; MITF TRPM1 inh: 2; Shn3 inh set2: 1

Results for c1ccc(Cn2ncc3c(N4CCOCC4)ncnc32)cc1 ?
CaV13 FRET inh: -5; Vif inh: 13; NR2E3 ag-1: 1; KKLEB tox: -5; Peg3 promoter: 9; CF NFkB block: -4; NR2E3 ag-2: 17; PDI turbidity: 4; HIF-2a inh: 6; MITF TRPM1 inh: 7; Shn3 inh set2: -2

What do the screens show for `Cc1ccc(S(=O)(=O)Nc2ccc(NC(=O)c3cccnc3)cc2)cc1`?
CaV13 FRET inh: -9; Vif inh: -1; NR2E3 ag-1: 0; KKLEB tox: -9; Peg3 promoter: 16; CF NFkB block: 2; NR2E3 ag-2: 9; PDI turbidity: 12; HIF-2a inh: 17; MITF TRPM1 inh: 5; Shn3 inh set2: -12

How did Oc1ccc(/C=N/N2CCN(Cc3ccccc3)CC2)cc1 do in these assays?
CaV13 FRET inh: -5; Vif inh: 6; NR2E3 ag-1: 0; KKLEB tox: -2; Peg3 promoter: -7; CF NFkB block: -22; NR2E3 ag-2: 7; PDI turbidity: 10; HIF-2a inh: -17; MITF TRPM1 inh: 0; Shn3 inh set2: 11

Results for Cc1c(N=Cc2cccs2)c(=O)n(-c2ccccc2)n1C ?
CaV13 FRET inh: -6; NR2E3 ag-1: -2; KKLEB tox: 2; Peg3 promoter: -1; CF NFkB block: 21; NR2E3 ag-2: -15; PDI turbidity: 7; HIF-2a inh: -1; MITF TRPM1 inh: 6; Shn3 inh set2: 0

What do the screens show for `CC(=O)Nc1cccc(NC(=O)CSc2nc(C3CC3)nc3ccccc23)c1`?
CaV13 FRET inh: -3; Vif inh: 16; NR2E3 ag-1: 3; KKLEB tox: -21; Peg3 promoter: 42; CF NFkB block: 13; NR2E3 ag-2: 29; PDI turbidity: 10; HIF-2a inh: 24; MITF TRPM1 inh: 43; Shn3 inh set2: 36

What do the screens show for `COc1cccc(C(=O)Nc2cc(=O)n(C)c(=O)n2C)c1OC`?
CaV13 FRET inh: -7; Vif inh: 17; NR2E3 ag-1: -3; KKLEB tox: -14; Peg3 promoter: 22; CF NFkB block: 2; NR2E3 ag-2: 1; PDI turbidity: -2; HIF-2a inh: 11; MITF TRPM1 inh: -9; Shn3 inh set2: -2

What do the screens show for `CCOC(=O)c1ccccc1NC(=O)c1ccc(Cl)c(S(=O)(=O)N2CCOCC2)c1`?
CaV13 FRET inh: 4; Vif inh: -9; NR2E3 ag-1: -2; KKLEB tox: 13; Peg3 promoter: 8; CF NFkB block: -24; NR2E3 ag-2: -4; PDI turbidity: 4; HIF-2a inh: -26; MITF TRPM1 inh: -31; Shn3 inh set2: -10

What do the screens show for `N=C(N)Cc1ccccc1Sc1ccccc1`?
CaV13 FRET inh: -7; Vif inh: -10; NR2E3 ag-1: 2; KKLEB tox: -9; Peg3 promoter: 6; CF NFkB block: 14; NR2E3 ag-2: 16; PDI turbidity: 10; HIF-2a inh: 15; MITF TRPM1 inh: -1; Shn3 inh set2: 42

Results for CCC(C)NC(=O)CN1C(=O)NC2NC(=O)NC21 (stereo unspecified) ?
CaV13 FRET inh: -4; Vif inh: 2; NR2E3 ag-1: 2; KKLEB tox: -2; Peg3 promoter: 1; CF NFkB block: -1; NR2E3 ag-2: -14; PDI turbidity: 1; HIF-2a inh: 10; MITF TRPM1 inh: 8; Shn3 inh set2: -7

What do the screens show for `O=C(Cc1cccc(C(F)(F)F)c1)Nc1ccccc1`?
CaV13 FRET inh: -3; Vif inh: 0; NR2E3 ag-1: 6; KKLEB tox: 13; Peg3 promoter: -10; CF NFkB block: -17; NR2E3 ag-2: -11; PDI turbidity: 2; HIF-2a inh: -13; MITF TRPM1 inh: 1; Shn3 inh set2: -3

High-throughput results deposited in PubChem by several laboratories.
